Source: PubChem (several laboratories)
V-ATPase pHluor: yeast V-ATPase proton transport regulation by pHLuorin | S. cerevisiae, pHLuorin cytosolic pH fluorescence | response, % at 10 µM | 0.37% of 350,000 active; in the data active = response mostly above about 7.3%, no sharp cut-off; inactive = mostly below about 5.4%; note: actives read high; inactives centre near 0; some compounds called inactive have numbers as strong as hits; reference of the scale not given here
dFosB activator: enhances mouse delta FosB homodimer DNA binding | P13346 | purified delta FosB, TAMRA-CDK5 oligo fluorescence polarization; percent of positive-control signal above neutral wells | activation, % at 25 µM | 0.99% of 340,000 active | AID 493131;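 active = mean activation above about 17%, with every replicate also reaching it, limit read from the data, passing the limit was not always enough; inconclusive = only one of the two conditions met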;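 note: fluorescence polarization rise as delta FosB binds a TAMRA Cdk5 AP-1 oligo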
CDK5 inh: CDK5/p35 (human) kinase inhibition; Recombinant CDK5/p35, ADP-Glo luminescence, 60 min; Q00535+Q15078; AID 488839; inhibition, % at 10 µM; 0.01% of 330,000 active;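 active = highest replicate inhibition of at least 50% and at least 75% of replicates reaching 50%; inconclusive = only one of the two criteria met; inactive = both criteria failed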;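 note: plate controls were DMSO neutral control for no effect and GW8510 at 10 µM for full effect; many of its hits are not listed in these tables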
Target sequence (Q00535 whole entry, looked up): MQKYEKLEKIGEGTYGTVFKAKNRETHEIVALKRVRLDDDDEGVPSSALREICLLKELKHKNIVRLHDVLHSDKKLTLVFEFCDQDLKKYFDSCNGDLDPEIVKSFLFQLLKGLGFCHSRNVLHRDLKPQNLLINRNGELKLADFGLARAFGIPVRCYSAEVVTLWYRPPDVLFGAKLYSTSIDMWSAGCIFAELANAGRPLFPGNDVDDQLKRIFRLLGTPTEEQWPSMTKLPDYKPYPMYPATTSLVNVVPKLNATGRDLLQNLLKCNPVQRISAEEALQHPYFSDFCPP
Target sequence (Q15078 whole entry, looked up): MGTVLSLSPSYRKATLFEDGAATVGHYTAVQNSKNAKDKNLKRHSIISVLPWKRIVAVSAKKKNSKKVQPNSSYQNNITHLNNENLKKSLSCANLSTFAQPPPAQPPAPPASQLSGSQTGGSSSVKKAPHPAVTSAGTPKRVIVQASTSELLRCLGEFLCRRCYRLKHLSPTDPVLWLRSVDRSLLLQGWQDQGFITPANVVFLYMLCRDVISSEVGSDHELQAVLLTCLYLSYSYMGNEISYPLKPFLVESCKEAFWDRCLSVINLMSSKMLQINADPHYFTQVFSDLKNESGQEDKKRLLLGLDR
Tat transport: blocks Tat-dependent protein export in E. coli | E. coli MC4100 TorA-mCherry Tat export, fluorescence | inhibition, % at 10 µM | 0.036% of 340,000 active;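 active = mean replicate inhibition at least 50% and at least half of replicates individually reaching 50%; inconclusive = only one of the two criteria met; inactive = neither criterion met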;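 note: exported cargo escapes ClpAP degradation while cytoplasmic cargo is degraded and loses fluorescence; 0% = median of neutral control wells and 100% = median of NaSCN control wells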
CAL PDZ FP-1: blocks peptide binding to human CAL PDZ domain. Q9HD26. purified CAL PDZ, TMR-peptide fluorescence polarization, 1 h. inhibition, % at 20 µM. 0.02% of 330,000 active. AID 504414;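 active = highest replicate inhibition of at least 40%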;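 note: plate controls were DMSO neutral control wells for no effect and unlabeled competitor peptide control wells for full effect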
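Assay system – tagged CAL PDZ protein CerCALP, purified · Timing – 1 h at RT · Compound – single point, 20 µM · Measured by – fluorescence polarization from S- and P-plane intensities, G-factor corrected · Evaluation – inhibition from polarization loss · Probe or stimulus – TMR reporter peptide T*-PRC34 · Buffer or medium – pH 7.4 phosphate-saline buffer, reducing agent, detergent, IgG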
Rtt109 HAT inh: C. albicans Rtt109 histone acetyltransferase inhibition | Q5AAJ8 | purified Rtt109/Vps75, ThioGlo CoA-SH fluorescence, 4 h | inhibition, % at 34.9 µM | 0.16% of 330,000 active | AID 540336;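 active = inhibition of at least 50% in every replicate; inconclusive = best replicate reaches 50% inhibition but some replicates fall short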
Target sequence (Q5AAJ8 whole entry, looked up): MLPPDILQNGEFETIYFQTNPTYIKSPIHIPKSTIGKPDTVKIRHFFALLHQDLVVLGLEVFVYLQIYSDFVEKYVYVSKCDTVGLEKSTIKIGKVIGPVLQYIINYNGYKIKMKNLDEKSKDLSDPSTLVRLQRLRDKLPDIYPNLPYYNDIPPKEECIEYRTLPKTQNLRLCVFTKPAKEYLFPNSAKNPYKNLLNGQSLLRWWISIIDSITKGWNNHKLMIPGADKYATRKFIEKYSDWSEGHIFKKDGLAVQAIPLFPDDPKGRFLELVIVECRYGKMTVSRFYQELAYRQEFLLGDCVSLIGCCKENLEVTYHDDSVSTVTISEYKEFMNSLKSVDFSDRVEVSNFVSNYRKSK
MITF TRPM1 HTS: MITF TRPM1 promoter activation in melanoma cells; 0.75% of 300,000 active; SK-MEL-5 TRPM1-promoter luciferase, 24 h; % of positive control, neutral wells = 0; activation, % at 12.5 µM; AID 588334;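 active = mean activation of at least 80% with every replicate also reaching 80%; inconclusive = mean reaches 80% but some replicate falls short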;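 note: 0% = neutral control wells and 100% = parthenolide positive control wells; values of inactives mirror those of a sister screen read the other way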
RTF Ca sens act: cardiac RTF calcium sensitization; P19429+P45379; IANBD-labeled TnC RTF fluorescence at EC20 calcium; 0% EC20 calcium, 100% full calcium; AID 493008; activation, % at 7.2 µM; 0.24% of 340,000 active;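 active = activation above the mean over all tested compounds plus 3 SD, cut at about 30% in these data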;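 note: rise in fluorescence read as greater calcium sensitivity of cardiac thin filaments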
Wnt bcat act: activators of Wnt/beta-catenin signaling; Wnt/beta-catenin reporter cell assay, activator, plate reader; activation, % at 9.35 µM; 1.2% of 300,000 active; in the data active = activation above about 30%, passing the limit was not always enough; inconclusive = no clear call, values can overlap the other calls;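 note: 0% = neutral control wells and 100% = positive control wells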
CAL PDZ FP-2: inhibitors of human CAL PDZ peptide binding | Q9HD26 | purified CAL PDZ, TMR-peptide fluorescence polarization, 1 h | inhibition, % at 24.9 µM | 0.92% of 300,000 active | AID 602252;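 active = mean inhibition of at least 30% with at least half of replicates also reaching 30%; inconclusive = no clear call, values can overlap the other calls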;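 note: 0% = DMSO neutral control and 100% = excess unlabeled competitor peptide PRC23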
* marks the source's active call; other numbers are inactive results; ? = inconclusive; . = no result given.

Values in the order – CAL PDZ FP-2	Tat transport	dFosB activator	CDK5 inh	MITF TRPM1 HTS	V-ATPase pHluor	RTF Ca sens act	Rtt109 HAT inh	Wnt bcat act	CAL PDZ FP-1
- Cc1ccc2[nH]c(=O)c(CN(CC3COCCO3)C(=O)Nc3ccccc3F)cc2c1 (stereo unspecified)
  -2	6	-8	2.0	-4	5	-3	-4	-2	-1.8
- CCN(C(=O)COC(=O)C(Cc1ccccc1)N1C(=O)c2ccccc2C1=O)C1CCS(=O)(=O)C1 (stereo unspecified)
  -3	-7	3	-1.4	13	-1	-9	4	.	-0.5
- COc1ccc(-c2cc(C(F)(F)F)nc(N)n2)cc1
  -7	1	4	0.4	4	-2	4	-2	15	0.4
- COc1ccc(/C=C2/C(=O)N(c3cccc(F)c3)N=C2C)c(OC)c1
  4	7	-9	-0.5	.	1	-6	12	1	0.6
- CC1(NC(=S)NCCO)CCS(=O)(=O)C1 (stereo unspecified)
  -3	-1	-9	-0.4	8	-9	4	6	4	-1.7
- CC(=O)Nc1ccc(C2=NN(c3ccccc3)C(c3ccccc3)C2)cc1 (stereo unspecified)
  -5	8	-7	0.8	6	-1	-7	-5	0	-0.1
- c1ccc(-n2c(SCC3CCCCO3)nnc2-c2cccs2)cc1 (stereo unspecified)
  -5	?	-1	3.8	-5	-2	1	-1	.	-0.8
- O=[N+]([O-])c1cc(Cl)cc(/C=N\Nc2ccccn2)c1O
  -8	2	-7	0.3	-58	3	7	3	.	0.3
- NC(=O)CN1CCN(c2nc(-c3ccc(F)cc3)cs2)CC1
  15	-4	-1	-0.7	6	-2	8	3	4	-0.2
- COc1cc(/C=N/NC(=O)c2cccc(NC(=O)c3ccccc3C)c2)ccc1O
  .	-6	-14	0.2	9	1	-1	7	-1	-0.3
- CCNc1nc(SC(C)C(=O)OC)nc(N2CCOCC2)n1 (stereo unspecified)
  -1	-3	1	0.6	-4	-5	1	10	-1	0.1
- Cc1ccc(SC(=O)COc2ccc(C)c(C)c2)cc1
  0	2	-7	-1.5	2	3	-3	3	-2	-2.4
- O=C(OCCN=C1NS(=O)(=O)c2ccccc21)C1CC(=O)N(c2ccc3ccccc3c2)C1 (stereo unspecified)
  -5	-13	1	-0.3	1	1	-2	3	-2	-0.6
- CCN(CC)c1ccc(/C=N/N2C(C)CCCC2C)c(O)c1 (stereo unspecified)
  -2	6	2	-0.2	0	-3	1	1	3	-2.0
- N#CCC(=O)N/N=C/c1ccc(SCC(=O)Nc2ccccc2)o1
  2	-1	-2	-2.8	-2	0	-1	3	0	-3.5
- Cc1oc2c(c1C(=O)N1CCOCC1)C(=O)c1ccccc1C2=O
  -4	-3	-4	1.3	.	-3	-4	8	-6	-1.9
- CCC(=O)c1ccc(N2CCN(C(=O)c3ccccc3)CC2)c(F)c1
  4	4	-2	-2.8	17	3	-7	7	8	-1.4
- CCOc1ccnc(OCC)c1Br
  0	-6	-9	0.8	-4	4	7	5	-3	-1.0
- Cn1ncc2c(NNC(=O)c3ccc(Cl)cc3Cl)ncnc21
  -4	-3	5	-0.5	-4	-2	-5	-6	2	-1.1
- N#Cc1c(N)nc2c(c1-c1ccc(F)cc1)CCC2
  -3	0	-1	0.1	.	-1	-4	4	1	0.5
- COc1ccccc1OCC(=O)NN=C(Cc1ccccc1)Cc1ccccc1
  -3	-5	-4	0.7	-1	-4	2	0	-1	-0.2
- COCCOC(=O)c1[nH]c2c(c1C)C(=O)CC(c1ccco1)C2 (stereo unspecified)
  .	-5	-20	1.0	.	-1	-5	-5	-6	-1.6
- CC(=O)Nc1cccc(S(N)(=O)=O)c1C
  11	-5	-6	1.1	4	-1	1	.	0	-3.2
- CSc1ccccc1NC(=S)N/N=C/c1cccn1Cc1cccc(C)c1
  -4	4	-6	-1.7	-10	2	-2	3	-3	-1.7
- COc1cc(NC(=O)c2ccccc2F)ccc1NC(=O)c1cc2ccccc2o1
  -3	-4	?	-0.7	-19	2	-1	-9	-7	3.3
- COc1ccc(C=C2NC(=S)NC2=O)cc1
  -1	-4	3	0.4	-6	2	2	-4	0	-0.4
- COc1cccc(NC(=O)CNC(C)CCC(C)C)c1 (stereo unspecified)
  -3	-2	-3	2.8	8	1	-6	0	1	-0.6
- CN(C)S(=O)(=O)c1ccc(C(=O)OCC(=O)Nc2ccccc2OC(F)F)cc1
  .	18	-8	-1.1	1	-1	-2	7	.	-0.5
- CCCN1CCN(CC(=O)Nc2nc3ccccc3s2)CC1
  -4	-3	2	0.4	-10	-3	-6	-1	1	-0.6
- CCC1CCCCN1CCNC(=O)CNS(=O)(=O)c1ccc2nc(C)sc2c1 (stereo unspecified)
  0	?	6	0.2	2	2	0	-5	.	.
- O=C(OCc1csc(-c2ccccc2)n1)c1cccs1
  -10	-1	-8	1.3	.	1	-3	8	-2	-1.9
- Cc1nc2ccc(NC(=O)c3ccc(Cl)c([N+](=O)[O-])c3)cc2s1
  2	-3	-9	1.0	9	1	8	-4	-2	-1.6
- COc1cc(-c2noc(-c3ccccc3C(=O)NCc3ccco3)n2)cc(OC)c1OC
  -3	?	-11	0.8	-8	-2	-5	5	0	-0.4
- CSCC[C@H](NC(=O)NCc1cccs1)C(=O)O
  -1	3	-5	0.6	8	0	4	1	.	1.0
- COc1ccc2[nH]c(=O)c(CN(C(C)=O)c3cccc(C)c3)cc2c1
  -3	0	4	-2.5	-10	0	-1	4	-3	-1.9
- COC(=O)C1=C(C)N(C)C(=O)NC1c1c(O)ccc2ccccc12 (stereo unspecified)
  .	-7	-9	-1.1	.	-1	-6	2	0	-0.2
- Cc1cc(C)c(C)c(S(=O)(=O)N2CCN(C(=O)c3cc(S(=O)(=O)N4CCOCC4)ccc3F)CC2)c1C
  -4	7	2	0.0	-9	3	2	-10	1	1.8
- c1ccc(/N=C2\N=C(Nc3ccccn3)c3ccccc32)nc1
  -5	-5	-20	1.1	-50	0	-5	-9	-4	-0.9
- Cc1ccc(CN2CCCC(C(=O)N3CCCC3)C2)cc1 (stereo unspecified)
  -3	-3	-15	0.4	-4	-1	-2	-2	2	0.4
- O=C(O)C1C2C=CC(C2)C1C(=O)NCCC1=CCCCC1 (stereo unspecified)
  -3	-5	-12	-3.0	5	0	2	.	.	-1.9
- CCc1ccc(NC(=O)CCNS(=O)(=O)c2cccs2)cc1
  -3	-4	2	-0.6	10	-3	-1	-1	21	-0.8
- CC(=O)c1cc(NC(=O)c2ccc(C)cc2)c(=O)oc1/C=C/N(C)C
  -3	5	-16	-0.8	8	0	36*	2	.	0.4
- Cc1ccc(C)c(NC(=O)Cn2nc([N+](=O)[O-])c(Br)c2C)c1
  -2	-1	9	-0.3	3	4	-4	-4	-3	-2.9
- Cn1c(=O)c(=O)n(C)c2cc(N3CCCC3)c(NS(=O)(=O)c3ccc(F)cc3)cc21
  -9	3	-5	-0.3	-11	1	2	-3	0	-2.5
- O=S1(=O)CCOC[C@H](c2ccccc2)N1Cc1ccccc1F
  0	-1	-5	-0.7	-5	-1	-1	0	-3	0.9
- COc1cccc(OC)c1OC(=O)C1CC(=O)N(c2ccc3c(c2)OCCO3)C1 (stereo unspecified)
  0	5	0	-3.9	6	-1	1	-12	-1	-2.5
- Cc1ccc(C(NC(=O)N2CCN(C)CC2)C(Cl)Cl)cc1F (stereo unspecified)
  -5	-4	-2	1.2	-6	0	-4	-4	-4	-1.6
- COc1ccc(N2CCN(C(=O)CN(c3ccccc3)S(=O)(=O)c3ccc(OC)cc3)CC2)cc1
  1	3	-4	-0.6	.	4	-4	.	3	-0.2
- COc1ccc(N)c2c1OCCC2=O
  -4	4	-9	.	-23	-2	6	6	.	-2.0
- [N-]=[N+]=NC[C@H](Cc1ccccc1)N1CCN(Cc2ccccc2)CCC1=O
  -8	-3	0	0.0	3	-1	6	2	-4	-8.4
- Cc1ccc(S(=O)(=O)c2c(N)n(/N=C/c3ccco3)c3nc4ccccc4nc23)cc1
  -4	-6	-24	0.3	2	0	-4	-6	0	0.2
- COc1ccc(-n2cnnc2SCc2cnc(-c3ccccc3)s2)cc1
  4	-1	-11	-1.3	.	0	2	4	-4	-1.5
- CCOC(=O)C1CCCN(C(=O)C2CC(=O)N(c3ccc(C)cc3)C2)C1 (stereo unspecified)
  -2	-13	-5	-0.9	6	0	-4	-5	-2	-2.5
- O=S(=O)(c1ccccc1F)N1CCCc2ccccc21
  -1	-5	-3	0.0	-15	2	-3	-1	1	0.6
- CC1(CCc2ccccc2)NC(=O)N(CC(=O)N2CCCCCC2)C1=O (stereo unspecified)
  4	-5	-2	0.5	5	-2	8	-2	-1	-1.9
- CC1C(=O)NN=C1C(=O)N/N=C/c1cccs1 (stereo unspecified)
  -6	-13	0	0.2	14	2	1	.	4	-0.3
- COc1ccc(NC(=O)C2CCCN(c3nc(C)cc(C)n3)C2)cc1 (stereo unspecified)
  -1	2	1	-0.9	-9	-2	8	-1	-1	0.7
- O=C(c1cc(-c2ccccc2)n[nH]1)N1CCN(S(=O)(=O)c2ccccc2)CC1
  -1	0	-15	0.4	29	0	-5	1	-3	-1.5
- COc1ccc(CCNC(=O)c2ccc(CS(=O)(=O)c3ccc(Br)cc3)o2)cc1OC
  -2	5	-2	-0.1	-10	-2	1	-5	-6	-2.8
- CC1=C([N+](=O)[O-])C(c2ccccc2)NC(=O)N1 (stereo unspecified)
  0	-3	-4	-0.3	0	-4	5	-6	0	0.0

As entered above:
Result of Cc1ccc(C(NC(=O)N2CCN(C)CC2)C(Cl)Cl)cc1F (stereo unspecified) under RTF Ca sens act: -4
Result of Cc1ccc(CN2CCCC(C(=O)N3CCCC3)C2)cc1 (stereo unspecified) under MITF TRPM1 HTS: -4

Next section.
Values in the order – CAL PDZ FP-2	Tat transport	dFosB activator	CDK5 inh	MITF TRPM1 HTS	V-ATPase pHluor	RTF Ca sens act	Rtt109 HAT inh	Wnt bcat act	CAL PDZ FP-1
- O=C(c1ccc(Cl)c(Cl)c1)N1CCC(=O)N(C(COCc2cccc(C(F)(F)F)c2)Cc2ccccc2)CC1 (stereo unspecified)
  1	-6	0	0.5	1	4	-1	3	-5	-0.4
- O=Cc1ccc(-c2ccc(F)cc2)o1
  0	-2	-7	-0.9	10	2	5	4	0	-0.4
- CNC(C)C#Cc1ccc2c(=O)c3ccccc3oc2c1 (stereo unspecified)
  -2	1	-20	-2.0	71	0	7	-3	38*	-2.6
- CC1CN(C(=O)c2cc(S(=O)(=O)N3CCCC3)ccc2Cl)CC(C)O1 (stereo unspecified)
  -2	-2	3	0.1	-9	2	-2	-3	-3	-2.1
- CCCCOc1cccc(-c2cc(C(=O)NNC(=S)NCC)c3ccccc3n2)c1
  .	3	-8	-2.5	12	1	2	7	.	-1.7
